# M5 ag: agonists of human muscarinic M5 receptor (CHRM5); P08912; CHO-K1 hM5 cells, Fluo-8 calcium fluorescence; 0% DMSO wells, 100% maximal acetylcholine response; activation, % at 3 µM; 360,000 tested, 0.19% active;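 active means activation above the run's mean over test compounds plus 3 SD, cut at about 23% in these data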;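 further: signal is peak over basal fluorescence ratio across the kinetic read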
# Target sequence (P08912 whole entry, looked up): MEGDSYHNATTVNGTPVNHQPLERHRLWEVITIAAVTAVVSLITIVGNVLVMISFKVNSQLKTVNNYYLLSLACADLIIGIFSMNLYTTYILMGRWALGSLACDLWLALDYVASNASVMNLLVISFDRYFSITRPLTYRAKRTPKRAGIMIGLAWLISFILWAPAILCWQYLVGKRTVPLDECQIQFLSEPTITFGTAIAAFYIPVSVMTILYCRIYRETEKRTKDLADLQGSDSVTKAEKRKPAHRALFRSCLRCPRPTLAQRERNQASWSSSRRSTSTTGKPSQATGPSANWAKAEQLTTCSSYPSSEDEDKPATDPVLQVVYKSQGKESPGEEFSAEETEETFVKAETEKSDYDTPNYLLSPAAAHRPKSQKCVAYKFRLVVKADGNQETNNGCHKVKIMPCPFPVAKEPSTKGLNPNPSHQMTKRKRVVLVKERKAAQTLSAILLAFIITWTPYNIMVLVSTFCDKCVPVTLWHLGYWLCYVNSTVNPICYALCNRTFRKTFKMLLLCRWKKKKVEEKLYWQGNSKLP
# M4 ag: agonists of human muscarinic M4 receptor (CHRM4); CHO-K1 hM4/Gqi5, Fluo-8 calcium fluorescence; vehicle 0%, full acetylcholine response 100%; activation, % at 3 µM; 360,000 tested, 0.14% active; AID 624127;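 active means activation above the run mean over all test wells plus 3 SD, cut at about 32% in these data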;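 further: peak over basal fluorescence ratio per well then scaled between controls; 0% = DMSO wells and 100% = acetylcholine at EC100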
# Target sequence (P08173 whole entry, looked up): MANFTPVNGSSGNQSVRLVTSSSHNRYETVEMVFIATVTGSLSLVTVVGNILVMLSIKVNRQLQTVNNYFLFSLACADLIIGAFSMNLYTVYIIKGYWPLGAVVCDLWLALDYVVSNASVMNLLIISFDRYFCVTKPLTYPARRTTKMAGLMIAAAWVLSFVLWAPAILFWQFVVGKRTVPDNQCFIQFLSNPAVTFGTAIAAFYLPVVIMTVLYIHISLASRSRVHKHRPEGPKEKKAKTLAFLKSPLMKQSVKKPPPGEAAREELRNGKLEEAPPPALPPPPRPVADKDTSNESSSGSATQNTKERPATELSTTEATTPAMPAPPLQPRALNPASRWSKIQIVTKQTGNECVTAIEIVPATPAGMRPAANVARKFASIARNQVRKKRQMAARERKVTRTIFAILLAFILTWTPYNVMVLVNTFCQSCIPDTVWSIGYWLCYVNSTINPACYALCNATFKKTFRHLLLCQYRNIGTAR
# M5 antag: blocks acetylcholine activation of human M5 receptor; P08912; CHO-hM5 cells, Fluo-8 calcium fluorescence, ACh EC80; inhibition, % at 3 µM; 360,000 tested, 0.59% active; AID 624040;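 active means inhibition above a per-plate cutoff, the mean of that plate's test compounds plus 3 SD, cut at about 27% in these data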;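 further: 0% = acetylcholine EC80 with DMSO and 100% = DMSO without agonist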
# CRFR2-BP ag: CRF-BP/CRF-R2 complex agonism | 350,000 tested, 0.46% active | activation, % at 13.2 µM | HEK293 CRF-R2/CRF-BP, calcium dye fluorescence (FLIPR); percent of saturating CRF peptide response | AID 588473;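 active means activation of at least 50%, plus an integration ratio under a set limit after plate pattern correction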;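 further: plate controls were neutral control wells without compound for no effect and CRF at EC100 for full effect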
# CRFBP-R2 block: antagonists of CRF-binding protein/CRF-R2 receptor complex. HEK293 CRF-R2/CRF-BP, CRF-induced calcium fluorescence. inhibition, % at 11.8 µM. 350,000 tested, 0.59% active. AID 588475;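 active means inhibition of the ligand-induced calcium signal above about 50% at the single tested concentration, limit read from the data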
# CHRM4 antagonist: blocks acetylcholine activation of human M4 receptor | CHO-hM4 cells, ACh EC80, Fluo-8 calcium fluorescence | 360,000 tested, 0.73% active | inhibition, % at 3 µM | P08173;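 active means inhibition above its plate's cutoff, the mean inhibition of sample wells plus 3 SD, cut at about 27% in these data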;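 further: 0% = acetylcholine EC80 with DMSO and 100% = DMSO without agonist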
# M5 PAM: potentiates acetylcholine response at human M5 receptor. CHO-K1 hM5, Fluo-8 calcium, ACh EC20 PAM; 0% = ACh EC20, 100% = ACh EC100. activation, % at 3 µM. 360,000 tested, 0.3% active. AID 624038;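 active means activation above the run cutoff, the mean activation of all test compounds plus 3 SD, cut at about 18% in these data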
#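 Test system: CHO-K1 hM5 cells / Doses: single-point, 3 µM nominal / Times: Post-acetylcholine fluorescence recording 140 s / Technique: Fluo-8 calcium fluorescence / Measure: Max/basal fluorescence ratio as % of EC20–EC100 ACh window / Benchmarks: low control EC20 acetylcholine (0%), high control EC100 acetylcholine (100%) / Replicates: one well per compound, no replicates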
# CHRM4 PAM: CHRM4 positive allosteric modulation; P08173; CHO-K1 hM4/Gqi5, Fluo-8 calcium fluorescence, ACh EC20; 0% = ACh EC20, 100% = maximal ACh; activation, % at 3 µM; 360,000 tested, 0.4% active; AID 624126;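 active means activation above its plate's cutoff, the mean activation of sample wells plus 3 SD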; further: some results filed as inactive read as strong as hits
# CHRM1 PAM: positive allosteric modulators of human M1 muscarinic receptor | P11229 | CHO-K1 hM1, Fluo-8 calcium fluorescence, ACh EC20; 0% = ACh EC20, 100% = maximal ACh | activation, % at 3 µM | 360,000 tested, 0.088% active | AID 588819; in the data active means activation above about 19%, passing the limit was not always enough
# * = called active by the depositor; . = no result given.
SMILES,M5 ag,M4 ag,M5 antag,CRFR2-BP ag,CRFBP-R2 block,CHRM4 antagonist,M5 PAM,CHRM4 PAM,CHRM1 PAM
CC1(C)OCC(N)(CO)CO1,0.2,0.6,2.2,0.3,1.5,-5.7,1.0,3.6,-0.1
Cc1cc(C)nc(-n2nc(C)cc2NC(=O)COC(=O)CCC(=O)c2cccs2)n1,-1.7,0.2,6.9,0.5,6.7,7.2,2.8,0.9,1.2
CC(=O)Nc1ccc2c(COC(=O)CC3Sc4ccccc4NC3=O)cc(=O)oc2c1 (configuration not stated),-3.8,0.5,2.3,1.9,-27.7,6.7,0.4,-4.6,8.8
CC(C)NC(=O)C12CC3CC(C1)CC(C(=O)NC(C)C)(C3)C2,0.6,0.9,-1.6,0.9,8.2,1.8,1.4,-5.9,6.6
COC(=O)CNC(=O)c1ccc(=O)oc1,-3.7,0.9,1.5,1.3,-3.1,12.0,-6.2,3.3,1.6
O=C(COc1cccnc1[N+](=O)[O-])NCCc1ccccc1,-3.4,1.9,9.9,-1.9,6.5,-4.4,-1.6,6.7,11.1
CN(CC(=O)Nc1c(F)cccc1F)Cc1cccs1,-2.6,-0.8,14.4,-0.4,-0.7,-2.3,-4.0,-6.2,-1.4
O=C(O)c1ccc(NC(=S)NC(=O)c2cncc(Br)c2)cc1,-2.8,0.4,9.1,0.5,-2.3,4.2,-6.3,0.1,2.6
Cc1ccc(-n2ncc(C#N)c2/N=C/N(C)C)cc1,-0.6,0.7,8.9,-1.0,-9.3,-4.1,-3.8,2.9,-14.4
COC(=O)c1c(NC(=O)c2cccs2)sc2c1CCC(C)C2 (configuration not stated),-0.8,0.2,1.5,2.3,1.1,10.1,1.9,3.4,5.8
COc1cc2cc(C)c(Br)c(OC)c2cc1OC,-7.9,-2.7,13.0,-6.2,8.2,8.7,4.5,-1.6,5.9
COC(=O)c1sc(NC(=O)/C=C/c2ccc(C)cc2)nc1C,0.0,0.1,12.0,1.8,-12.8,5.2,-3.2,-1.9,-4.0
Cc1cc(C(=O)N2CCN(c3ccc(F)cc3)CC2)on1,1.2,0.9,1.8,1.1,6.7,-1.5,-0.9,2.4,9.9
COc1ccc(CCNC(=O)c2ccc3c(SCC(=O)O)c4c(nc3c2)CCCC4)cc1OC,-2.2,-0.3,15.1,1.6,-3.0,9.2,-1.2,-18.5,0.6
O=C(Nn1cnnc1)c1ccccc1-c1ccccc1,-1.1,-0.3,-2.1,-0.3,-10.9,5.8,2.5,0.1,6.4
O=C(NCCn1cc(SCc2ccc(F)cc2)c2ccccc21)c1c(F)cccc1F,-0.2,9.7,13.2,-0.7,-7.9,12.7,-19.5,-9.6,-7.4
CN(C)c1ccc(C(=O)OCC(=O)Nc2ccc(S(N)(=O)=O)cc2)cc1,1.3,3.0,-1.7,7.7,54.5*,-0.3,-3.7,-1.1,4.1
COc1ccc(NC(=O)Cn2nc(C(=O)O)c3ccccc3c2=O)cc1OC,-0.5,0.7,10.1,-0.4,2.0,-8.3,-0.9,-7.4,8.1
O=c1c2cnn(-c3ccccc3)c2nc(-c2cccs2)n1-c1ccc(Cl)cc1,-0.9,1.2,-6.5,2.9,-10.9,2.0,2.7,-3.5,5.5
CCCOc1ccc2[nH]c(C(=O)N/N=C/c3cc(OC)c(OC)c(OC)c3)cc2c1,-1.0,5.4,-8.1,0.7,-7.2,1.4,1.8,-4.6,-5.5

# Among those listed so far, these have bromine:
SMILES,M5 ag,M4 ag,M5 antag,CRFR2-BP ag,CRFBP-R2 block,CHRM4 antagonist,M5 PAM,CHRM4 PAM,CHRM1 PAM
O=C(O)c1ccc(NC(=S)NC(=O)c2cncc(Br)c2)cc1,-2.8,0.4,9.1,0.5,-2.3,4.2,-6.3,0.1,2.6
COc1cc2cc(C)c(Br)c(OC)c2cc1OC,-7.9,-2.7,13.0,-6.2,8.2,8.7,4.5,-1.6,5.9

# The listing continues:
SMILES,M5 ag,M4 ag,M5 antag,CRFR2-BP ag,CRFBP-R2 block,CHRM4 antagonist,M5 PAM,CHRM4 PAM,CHRM1 PAM
COc1cc(N)c(Cl)cc1C(=O)OCC(=O)NCc1cccs1,1.0,3.9,-6.0,-0.7,3.2,-6.8,-12.4,15.5,7.8
CCc1nc2ccc(C(=O)Nc3cc(-c4ccccc4)ccc3OC)cn2c1N(C)Cc1nccs1,-1.3,9.5,16.1,.,.,14.0,-12.9,-8.4,-14.8
N#Cc1cc2c(nc1SCc1ccccc1)CCCC2,1.5,0.5,-6.4,2.2,-0.3,-8.2,1.3,0.7,10.0
COc1ccc(-c2nc(C(N)=O)c3[nH]c(=O)n(-c4cccc(C)c4)c3n2)c(OC)c1,2.9,3.6,2.2,-4.5,8.3,-13.3,-1.8,6.8,5.0
Cc1ccc2c(=O)[nH]c(Cc3ccccc3C(=O)O)nc2c1,4.3,-2.2,-1.5,0.7,0.5,-1.6,13.8,21.3,11.5
COC(=O)/C(C#N)=C/c1c(N2CCN(c3ccc(OC)cc3)CC2)nc2c(C)cccn2c1=O,0.6,0.6,3.9,-0.3,32.5,2.6,-0.3,-3.4,3.3
CCOC(=O)C(C)n1cnc2sc3c(c2c1=O)CCC3 (configuration not stated),0.3,-0.3,-3.6,-0.5,-2.6,-1.6,-4.9,-8.8,5.0
Cc1ccccc1NC(=O)c1ccc(CN2CCC(Cc3ccccc3)CC2)cc1,-5.3,3.2,22.4,0.0,-2.8,21.8,-25.2,-21.3,-21.2
COc1ccc(NC(=O)C2CCCN(C(=O)NC3CCCCC3)C2)cc1OC (configuration not stated),0.4,0.1,1.4,-2.0,-20.9,-6.2,-2.0,2.1,2.7
CCOC(=O)N(C)c1c(CC)nc2c(OCc3ccccc3C)cccn12,-3.5,-0.2,0.0,.,.,7.1,0.0,-1.7,-5.4
CC1(C2CCCC2)NC(=O)NC1=O (configuration not stated),0.8,0.2,8.9,2.4,4.1,-0.7,-8.7,10.8,3.6
Cc1ccc(Cc2c(-c3ccccc3)nc3c4ccccc4ccn23)cc1,-1.7,-0.1,-0.8,.,.,-1.0,-9.1,-11.3,.
Cc1nc2sccn2c(=O)c1S(=O)(=O)Nc1ccc(N2CCN(C)CC2)cc1,1.5,10.9,11.3,1.2,32.0,-3.2,-13.2,-6.8,-6.0
COc1cccc(NC(=O)CCC2CCN(C(=O)c3sccc3C)CC2)c1,-0.4,2.5,22.9,0.5,-9.1,5.6,-7.8,0.7,6.3
O=C(Nc1ccc(CN2CCOCC2)cc1)c1ccc(-c2ccc(Br)cc2)o1,-1.0,10.2,-0.7,3.1,-17.8,-5.3,0.7,-9.1,-1.1
COCCNC(C(=O)Nc1ccc(C)cc1[N+](=O)[O-])c1ccccc1 (configuration not stated),0.3,1.3,-5.0,-4.4,2.2,-1.6,6.0,-3.8,3.0
CC1CCN(S(=O)(=O)c2ccc(F)c(C(=O)O)c2)CC1,0.6,0.6,1.5,1.7,5.8,10.9,0.1,-1.1,-0.1
N#CCO/N=C(\c1ccccc1)c1ccncc1,-3.9,0.5,8.5,-9.5,-55.6,9.6,-3.6,-3.0,5.8
CCNC(=S)N/N=C/c1ccc(OCCOc2ccccc2C)cc1,-1.2,0.7,-3.3,8.0,13.8,8.6,1.1,5.0,-1.4
COc1ccc(-n2nnnc2SCC(N)=O)cc1,-5.1,-0.3,2.6,-0.8,4.0,-2.7,-0.6,3.9,8.6
COCCCNC(=O)Cn1cnc2c(NCc3ccccc3)ncnc21,1.0,0.3,-6.8,-3.1,-6.5,-0.5,3.8,-4.8,5.3
O=C(CN1CCN(C(=O)c2ccco2)CC1)Nc1cc(S(=O)(=O)N2CCCC2)ccc1Cl,1.5,5.4,-0.5,0.5,-13.5,-12.5,-0.5,-0.3,6.1
COc1ccc(NC(=O)C2CCN(c3nc(-c4ccc(OC)cc4)no3)CC2)cc1,0.8,1.6,-2.5,1.1,-2.8,-5.0,-0.4,-1.4,-12.4
CCCCCCN1C[C@H](O)[C@@H](n2cc(C3CC3)nn2)C[C@@H]1c1ccc(C)cc1,-0.2,0.7,3.0,-0.8,-6.5,-0.5,1.3,-5.8,-0.2
O=S(=O)(c1ccccc1)c1nc(-c2ccco2)oc1NCCCN1CCOCC1,-3.0,0.7,-3.3,-0.5,-13.8,1.8,2.0,8.9,5.6
Cc1cc(C)c2nc(-c3ccccn3)cc(C(=O)Nn3cnnc3)c2c1,1.7,0.2,4.3,1.7,-2.7,-8.8,4.8,9.7,11.1
COc1ccc(C2=CCCCCC2)cc1OC,0.1,-0.8,-2.4,0.7,-4.4,-4.2,0.5,-7.5,-5.5
COc1ccc(Nc2nc3c(C)cccc3cc2C#N)c(OC)c1,-0.1,0.2,-1.7,0.3,9.9,-3.1,-1.1,0.3,5.0
O=C(NCc1ccco1)c1nn2cccnc2c1Cl,3.4,0.8,2.8,1.4,0.1,3.3,0.1,-8.4,5.9
Cc1ccc(S(=O)(=O)NCCC(=O)OCn2nnc3ccccc3c2=O)cc1,-0.2,0.1,2.1,-0.6,-0.6,3.9,-3.1,-6.6,-0.8
CCN(C(=O)COC(=O)c1ccc([N+](=O)[O-])o1)C1CCCCC1,1.9,0.9,-4.4,0.9,3.1,1.3,4.3,3.5,3.8
CC(=O)c1ccc(NC(=O)CN2CCN(S(=O)(=O)c3ccc4c(c3)OCCO4)CC2)cc1,-2.2,1.7,7.0,0.5,-0.8,22.4,-3.2,-10.3,-8.1
CCOC(=O)c1cnn(-c2ncnc3c2oc2ccccc23)c1N,-2.8,0.1,-7.0,-2.0,-6.2,-1.4,3.1,7.5,8.0
COc1ccc(CN(C)C(=O)c2[nH]c(C)c(C(C)=O)c2C)c(OC)c1OC,6.0,10.5,0.8,-1.1,10.1,-9.1,-5.1,0.2,1.1
O=c1c(-c2ccco2)[n+]([O-])c2ccccc2n1OCc1c(F)cccc1F,8.8,4.7,-14.8,1.4,-0.3,-12.7,19.2*,0.5,19.9
COc1ccc(C(O)c2nc(-c3ccc(OC)c(OC)c3)cs2)cc1 (configuration not stated),1.2,1.8,-1.8,.,.,-0.8,-2.9,2.6,4.2
Cc1ccccc1C(=O)/C=C1/SCC(=O)N1C,-0.1,1.3,5.4,0.1,-3.0,8.7,3.4,-7.6,-0.7
O=C(CS(=O)(=O)c1cn(CC(=O)N2CCCC2)c2ccccc12)Nc1ccccc1F,0.0,0.8,15.5,2.0,6.3,11.5,-1.3,-3.2,2.9
COc1cccc(NC(=O)CNC(=O)c2ccc(C)o2)c1,0.1,-0.4,3.5,-1.5,-1.3,19.2,1.2,-3.5,6.8
COc1ccc(NC(=O)N2CCCCCC2)c(OC)c1,-1.5,1.2,13.4,1.4,2.4,10.1,-9.4,-7.3,4.5

# Sorted by molar mass (rising): part of the list above.
SMILES,M5 ag,M4 ag,M5 antag,CRFR2-BP ag,CRFBP-R2 block,CHRM4 antagonist,M5 PAM,CHRM4 PAM,CHRM1 PAM
Cc1cc(C)c2nc(-c3ccccn3)cc(C(=O)Nn3cnnc3)c2c1,1.7,0.2,4.3,1.7,-2.7,-8.8,4.8,9.7,11.1
COc1ccc(NC(=O)C2CCN(c3nc(-c4ccc(OC)cc4)no3)CC2)cc1,0.8,1.6,-2.5,1.1,-2.8,-5.0,-0.4,-1.4,-12.4
O=S(=O)(c1ccccc1)c1nc(-c2ccco2)oc1NCCCN1CCOCC1,-3.0,0.7,-3.3,-0.5,-13.8,1.8,2.0,8.9,5.6

# Source: PubChem (several laboratories)
